PostGolgi ctrl = yeast control strain growth, post-Golgi counter-screen; efflux-deficient yeast background strain, growth absorbance A615, 16 h; inhibition, % at 10 µM; 98,000 tested, 5% active; AID 738
PTPN22 act = activators of human LYP (PTPN22) phosphatase | AID 697 | recombinant LYP, DiFMUP fluorescence; 0 = plate median, 100 = signal doubled | 96,000 tested, 0.11% active | activation, % at 2 µM;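 active = activation at 2 µM above a set limit, the mean plus 5 SD, cut at about 37% in these data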
Target sequence (Q9Y2R2 whole entry, looked up): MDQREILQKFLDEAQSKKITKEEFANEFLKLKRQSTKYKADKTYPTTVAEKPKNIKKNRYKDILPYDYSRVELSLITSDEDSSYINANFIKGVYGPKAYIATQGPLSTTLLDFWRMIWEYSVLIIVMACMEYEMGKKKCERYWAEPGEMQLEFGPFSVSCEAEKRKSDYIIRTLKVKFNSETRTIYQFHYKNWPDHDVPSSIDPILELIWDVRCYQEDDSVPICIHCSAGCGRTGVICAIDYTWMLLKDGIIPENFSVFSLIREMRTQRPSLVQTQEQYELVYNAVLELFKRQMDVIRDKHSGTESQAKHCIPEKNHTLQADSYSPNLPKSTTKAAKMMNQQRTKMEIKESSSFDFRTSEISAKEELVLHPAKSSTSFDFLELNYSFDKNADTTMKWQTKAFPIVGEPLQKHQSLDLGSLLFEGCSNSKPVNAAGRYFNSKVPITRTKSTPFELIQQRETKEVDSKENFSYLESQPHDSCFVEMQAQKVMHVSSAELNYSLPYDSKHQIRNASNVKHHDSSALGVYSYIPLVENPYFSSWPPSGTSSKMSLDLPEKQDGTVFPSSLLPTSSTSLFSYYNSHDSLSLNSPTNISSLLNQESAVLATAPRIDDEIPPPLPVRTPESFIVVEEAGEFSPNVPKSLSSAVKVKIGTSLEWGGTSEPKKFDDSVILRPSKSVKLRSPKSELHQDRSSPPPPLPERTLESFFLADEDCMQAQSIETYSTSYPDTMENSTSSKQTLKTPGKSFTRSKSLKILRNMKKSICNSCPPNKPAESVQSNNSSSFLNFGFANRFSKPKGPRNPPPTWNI
Rev-RRE block = HIV Rev-RRE protein-RNA interaction inhibition; inhibition, % at 8 µM; 97,000 tested, 0.79% active; Rev peptide-RRE RNA binding, FRET; P05866;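 active = inhibition above the screen-wide mean plus 3 SD, cut at about 35% in these data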;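 note: 0% = median DMSO wells and 100% = median Neomycin B control wells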
Target sequence (P05866 whole entry, looked up): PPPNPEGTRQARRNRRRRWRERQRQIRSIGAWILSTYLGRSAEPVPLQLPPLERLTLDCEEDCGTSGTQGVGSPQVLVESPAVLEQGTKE
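Assay system: Rev peptide and RRE RNA, both fluorescently labelled; times: 5 min preincubation and 15 min binding, 25 °C; detection: FRET, ex 480 nm, em 540 and 671 nm; read-out basis: % inhibition from 671/540 nm acceptor-to-donor ratio, scaled between controls; benchmarks: DMSO low control, neomycin B high control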
EphB4 ephrin blk = blocks human EphB4 binding to ephrin-B2; P54760; EphB4 LBD / TNYL-RAW-Alexa532 peptide, fluorescence polarization; inhibition, % at 7 µM; 97,000 tested, 0.15% active;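 active = inhibition above the screen-wide mean inhibition plus 3 SD, cut at about 15% in these data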;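 note: 0% = DMSO wells and 100% = excess unlabeled TNYL-RAW peptide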
LYP inh 2 = LYP (human) phosphatase inhibition; inhibition, % at 2 µM; AID 640; 96,000 tested, 0.21% active; recombinant LYP catalytic domain, DiFMUP fluorescence;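 active = inhibition at 2 µM at or above a set limit, the screen mean plus 3 SD, cut at about 24% in these data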;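 note: 0% = DMSO with enzyme and 100% = enzyme fully blocked by orthovanadate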
S1P2 ag = agonists of human S1P2 receptor | O95136 | S1P2-expressing cell line, agonist reporter read-out | activation, % at 4.5 µM | 97,000 tested, 0.46% active | AID 729; in the data active = activation above about 16%;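 note: 0% = vehicle low control and 100% = maximal reference agonist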
S1P2 antag = antagonists of human S1P2 receptor | cell-based S1P2 antagonist assay, inhibition at 5 uM | inhibition, % at 5 µM | 97,000 tested, 0.21% active; in the data active = inhibition above about 45%;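 note: CRE beta-lactamase reporter cells expressing human S1P2 stimulated with S1P; 0% = agonist at EC80 alone and 100% = agonist plus reference antagonist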
FAK inh = FAK (human) kinase inhibition; Q05397; 97,000 tested, 0.84% active; AID 727; biochemical FAK kinase activity assay; inhibition, %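 (tested at 7 µM)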; in the data active = inhibition above about 19%;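 note: 0% = DMSO and 100% = reference compound high control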
PostGolgi yeast = growth inhibition of a yeast mutant, post-Golgi transport screen; post-Golgi transport phenotypic cell assay; inhibition, % at 10 µM; 98,000 tested, 0.9% active;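 note: yeast cells grown in 1536-well plates; yeast grown about 18 h at 30C before absorbance read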
* hit, by the source's call; / = not tested or not shown. Cut-off read from the data, not from the text of the source, unless noted: active = inhibition above about 30%; inactive = the rest. Rows are unselected; any-hit rate near 7%.

item	molecule	PostGolgi ctrl	PTPN22 act	Rev-RRE block	EphB4 ephrin blk	LYP inh 2	S1P2 ag	S1P2 antag	FAK inh	PostGolgi yeast
1	CCOc1cc(C)c(S(=O)(=O)Nc2ccc(Cl)cn2)cc1C	58*	1	16	10	-3	-3	-4	3	1
2	CCCOC(=O)C1C2C=CC3(CN(c4cccc(Cl)c4)C(=O)C13)O2 (stereo not drawn)	5	3	-1	-9	-4	-2	11	-10	5
3	COc1ccccc1NC(=O)C(=O)NNC(=O)c1ccco1	3	7	3	0	-1	-5	-4	-3	8
4	COc1ccc(-n2cnnc2SCC(=O)Nc2cc(C(C)(C)C)nn2-c2ccccc2)cc1	11	-4	7	1	6	-3	2	23*	5
5	CCC(C)NC(=O)CSc1nc2c(sc(=S)n2Cc2ccco2)c(=O)n1-c1ccccc1 (stereo not drawn)	4	9	-3	2	-7	-4	12	2	-7
6	CS(=O)(=O)N1CCN(c2ccccc2NC(=O)c2ccc3ccccc3c2)CC1	/	-12	6	0	12	-2	12	1	/
7	Cc1onc(-c2ccccc2)c1C(=O)N1CCC(C)CC1	/	4	5	2	-4	-7	-6	-3	/
8	CC1=C(C(=O)O)N2C(=O)C(NC(=O)c3nn(C)cc3Cl)C2SC1 (stereo not drawn)	14	5	4	0	0	-3	2	0	4
9	CCC(c1nnnn1Cc1ccco1)N1CCC(C(N)=O)CC1 (stereo not drawn)	-6	4	6	-2	-4	0	11	0	15
10	Cc1cc(C)c(NC(=O)CN2C(=O)NC3(CCOc4ccccc43)C2=O)c(C)c1 (stereo not drawn)	0	1	-7	-7	0	-3	-13	-1	0
11	O=C(COC(=O)c1cn(-c2ccccc2)nc1-c1cccs1)NC1CC1	15	1	10	-6	0	-4	-11	-1	-3
12	O=C(Nc1nccs1)c1ccc(NC(=O)c2ccco2)cc1	-1	-13	5	-2	15	-6	0	3	-7
13	COc1cc(OC)cc(C(=O)NCCNC(=O)c2ccco2)c1	/	7	2	6	-6	-4	11	0	/
14	C=C(C)Cn1c(SCC(=O)O)nnc1-c1ccccc1	25	2	11	4	-1	-8	-20	1	-5
15	Cc1cc(C(=O)Nc2c(F)cc(F)cc2Br)no1	8	8	10	-2	-9	-2	17	0	0
16	COc1ccccc1C(=O)NCCCN1CCCC1=O	-6	-1	4	7	-2	-6	7	6	6
17	CCc1cc2c(=O)n(-c3ccc(Br)cc3)cnc2s1	14	1	3	1	1	-2	-6	2	13
18	CC(C)OC(=O)/C(=C\c1ccc2c(c1)c1ccccc1n2C)NC(=O)c1ccccc1	4	10	3	1	-8	-2	-6	1	-1
19	Cc1c(Cl)cccc1NC(=O)CC1NCCNC1=O (stereo not drawn)	-2	12	5	0	-12	2	-16	-8	0
20	COCCn1c(SCC(=O)Nc2ncc(C)s2)nc2sc3c(c2c1=O)CCC3	9	3	10	5	-5	-3	-3	3	4
21	CSc1nc(C)cc(OCNC(=O)c2cccs2)n1	0	-10	8	1	9	-1	15	4	1
22	CCC(=O)NCCn1ccc2ccccc21	2	0	4	-10	-2	-3	-7	-9	12
23	Cc1ccc(S(=O)(=O)N(CC(=O)NCCSC2CCCCC2)c2ccccc2F)cc1	5	-13	4	-3	13	-2	14	-3	-6
24	C=CCc1cc(C)ccc1OCC(O)CN1CCN(c2ccccc2)CC1 (stereo not drawn)	15	3	3	-1	-2	-12	-2	2	3
25	COCCCn1c(C)nnc1SCC(=O)NCc1ccco1	/	-4	5	-4	5	-3	-2	-1	/
26	O=C(CSc1nnc(-c2ccccc2)o1)N1CCc2ccccc2C1	6	4	12	-8	-2	-3	9	2	17
27	CC12CC(NC(=O)N1c1cccc(C(=O)N3CCN(c4ccccc4)CC3)c1)c1ccccc1O2 (stereo not drawn)	1	-5	-1	-1	6	-6	-1	0	3
28	CCOC(=O)C1=C(C)N(C2CCCCC2)C(=O)C1	6	7	0	-11	-9	-4	-24	-2	-8
29	Cn1c(Cc2cccs2)n[nH]c1=S	-5	2	8	3	-7	-4	1	-2	-4
30	COCC(=O)Nc1ccc(S(=O)(=O)Nc2cc(C)nc(C)n2)cc1	2	2	6	-2	-1	-3	-3	-2	0
31	C=C(C)COc1ccc(-c2[nH]ncc2-c2ccc(OC)c(OC)c2)c(O)c1	29	-8	14	-4	8	-1	-14	-2	-12
32	COc1ccccc1-c1c(C#N)c(SCC(=O)N2CCCC2)nc(C)c1C(N)=O	0	3	2	1	-4	-7	11	-2	0
33	Cc1cc(C)n(-c2nc(NCC(C)O)c3c4c(sc3n2)CCCC4)n1 (stereo not drawn)	20	-4	5	-3	2	-5	6	-9	5
34	CCN(c1ccccc1)S(=O)(=O)c1ccc(NC(=S)NC(=O)c2cccs2)cc1	11	-3	0	0	8	-7	18	-4	-1
35	CC(C)(C)c1nnc2sc(SCC(=O)N3CCCc4ccccc43)nn2c1=O	25	-5	6	0	8	-9	13	-5	0
36	COn1c(-c2ccccc2)nc2ccc(Cl)cc21	17	-6	5	-12	6	-4	14	8	1
37	CCOc1ccc(C2C(C(=O)O)c3ccccc3C(=O)N2CCN2CCOCC2)cc1 (stereo not drawn)	-1	-7	-1	-4	6	-3	5	4	-1
38	Cc1ccc(NC2(C#N)C(=O)Nc3ccccc32)cc1 (stereo not drawn)	6	7	4	1	-8	-3	16	2	0
39	O=C(Nc1sc2c(c1C(=O)O)CCCCC2)c1ccco1	22	5	3	-2	-4	-5	17	-9	0
40	CCOC(=O)C1CCCN(c2c(N3CCC(N4CCCCC4)CC3)c(=O)c2=O)C1 (stereo not drawn)	7	-9	5	2	8	-3	15	6	-1
41	Cc1nnc(N2CCCCC2)c2ccccc12	-1	-5	9	3	8	-4	12	2	5
42	Cc1nn(C)c(C(=O)N2CCc3ccccc32)c1Cl	/	-3	2	11	2	-2	-4	-1	/
43	c1ccc(Oc2cccc(OCCCn3cncn3)c2)cc1	5	-11	10	4	10	-6	-5	1	7
44	Cn1c(=O)cc(OCC(=O)N2CCC(N3CCCCC3)CC2)c2ccccc21	16	3	3	0	-6	-9	9	0	2
45	CCCCOC(=O)c1ccc(NC(=O)CSc2nncn2C)cc1	11	2	4	3	-2	-1	13	7	-1
46	CCOc1ccc(N(CC(=O)NCc2cccs2)S(=O)(=O)c2c(C)noc2C)cc1	14	-3	5	-2	-1	-3	5	-2	3
47	CCC(=O)c1ccc(O)c(CC=C(C)C)c1	31*	-4	9	9	8	-9	-3	1	7
48	CCOc1cc(-c2cc(-c3ccc(N)cc3)nc(N)c2C#N)ccc1O	11	-5	8	4	6	6	-32	0	6

Next part, starting with the last 2 of the part before.
item	molecule	PostGolgi ctrl	PTPN22 act	Rev-RRE block	EphB4 ephrin blk	LYP inh 2	S1P2 ag	S1P2 antag	FAK inh	PostGolgi yeast
47	CCC(=O)c1ccc(O)c(CC=C(C)C)c1	31*	-4	9	9	8	-9	-3	1	7
48	CCOc1cc(-c2cc(-c3ccc(N)cc3)nc(N)c2C#N)ccc1O	11	-5	8	4	6	6	-32	0	6
49	O=C(CSCC(=O)OCC(=O)c1ccc(Br)cc1)Nc1cccc2ccccc12	9	7	5	0	-3	-7	0	5	-2
50	O=C(c1cc(-c2ccc3c(c2)OCO3)on1)N1CCN(c2ccccc2)CC1	19	0	4	8	-3	-9	4	-2	-1
51	CC1=NN(c2ccc(N)cc2)C(=O)C1	8	-3	2	9	3	-1	2	1	3
52	Cc1cc(C)cc(NC(=O)c2cc(S(=O)(=O)NCc3ccco3)ccc2F)c1	2	12	13	-2	-14	-5	-14	-1	-2
53	O=C(Nc1cccc2ccccc12)N1CCN(c2ccccc2)CC1	1	-10	1	0	10	1	-19	0	-5
54	CCOc1ccc(N(CC(=O)NC2CCCC2)C(=O)CSc2nnc(COc3ccccc3)o2)cc1	14	0	3	-2	1	-4	-9	2	0
55	COc1cc(-c2nnc(-c3ccc(N4CCOCC4)cc3)o2)cc(OC)c1OC	-3	0	11	6	-2	0	-7	3	15
56	O=C(CC1(O)C(=O)N(Cc2cccc3ccccc23)c2ccccc21)c1cccnc1 (stereo not drawn)	-2	-1	8	0	5	-5	-6	0	13

Entries from the list above containing a COOH group, in the order listed:
item	molecule	PostGolgi ctrl	PTPN22 act	Rev-RRE block	EphB4 ephrin blk	LYP inh 2	S1P2 ag	S1P2 antag	FAK inh	PostGolgi yeast
8	CC1=C(C(=O)O)N2C(=O)C(NC(=O)c3nn(C)cc3Cl)C2SC1 (stereo not drawn)	14	5	4	0	0	-3	2	0	4
14	C=C(C)Cn1c(SCC(=O)O)nnc1-c1ccccc1	25	2	11	4	-1	-8	-20	1	-5
37	CCOc1ccc(C2C(C(=O)O)c3ccccc3C(=O)N2CCN2CCOCC2)cc1 (stereo not drawn)	-1	-7	-1	-4	6	-3	5	4	-1
39	O=C(Nc1sc2c(c1C(=O)O)CCCCC2)c1ccco1	22	5	3	-2	-4	-5	17	-9	0

Next part:
item	molecule	PostGolgi ctrl	PTPN22 act	Rev-RRE block	EphB4 ephrin blk	LYP inh 2	S1P2 ag	S1P2 antag	FAK inh	PostGolgi yeast
57	Nc1nc(-c2nc3ccccc3[nH]2)cs1	4	-5	3	0	8	-6	7	0	4
58	CCOC(=O)N1CCN(C(=O)c2cn(CC(C)C)c(=O)c3c2c2ccccc2n3C)CC1	1	20	6	-4	-22	-5	-1	-3	12
59	Cc1ccc(-c2nc(CS(=O)CC(=O)NC3CCCC3)c(C)o2)cc1 (stereo not drawn)	6	/	3	-5	/	-6	3	-5	1
60	CC(NC(=O)c1cc(-c2ccc(Br)cc2)on1)c1ccccc1 (stereo not drawn)	1	-10	10	-1	9	-2	2	11	-3
61	O=C(Nc1ccc2c(c1)OCCO2)c1cccc(S(=O)(=O)N2CCOCC2)c1	3	3	3	0	-4	2	-1	-3	7
62	Cc1c(NCc2cc(Cl)ccc2O)c(=O)n(-c2ccccc2)n1C	9	14	-2	-5	-12	-4	17	-5	1
63	O=C(Nc1ccc(Br)cc1)/C(=C/c1cccc([N+](=O)[O-])c1)NC(=O)C1CCCCC1	11	-5	17	1	4	-8	1	1	-2
64	COc1ccc(Cc2nc(C(=O)Nc3ccc(OC)cc3)cs2)cc1	11	4	7	5	-5	-6	0	-2	-11
65	O=C(N/C(=C/c1ccc(Cl)cc1)c1nc2ccccc2[nH]1)c1ccco1	-3	0	6	-3	2	-3	17	7	23
66	COCCn1c(C)c(C(=O)O)sc1=S	9	8	5	7	-4	-4	2	0	-7
67	O=C(NCSc1ccncn1)c1ccccc1	-3	-7	9	6	6	-1	24	5	3
68	CCOC(=O)CNC(=O)c1ccccc1Br	5	-4	10	3	3	-7	15	0	-2
69	CC(Cc1cccs1)NC(=O)Nc1ccc(Cl)cc1 (stereo not drawn)	12	5	4	3	-7	-1	5	5	16
70	OC(COCc1cccs1)CN1CCN(c2ccccn2)CC1 (stereo not drawn)	0	4	1	0	-6	-5	9	3	-4
71	O=C(NCc1ccc2c(c1)OCO2)C1CC(=O)N(C2CCCC2)C1 (stereo not drawn)	-1	3	10	12	-5	-3	15	4	1
72	CSc1ccccc1NC(=O)CN(C)S(=O)(=O)c1ccc(F)cc1	7	12	0	4	-15	-7	-9	-3	18
73	COc1ccc(Sc2cnn(-c3ccccc3)c(=O)c2Cl)cc1	19	2	8	2	2	-4	-24	-11	0
74	Cn1c(SCCOc2ccc(Cl)cc2)nnc1-c1ccncc1	2	-1	6	-2	0	-2	11	-3	-4
75	Cc1ccc(N(C(=O)c2ccccn2)C2(C(=O)NC3CCCC3)CCCCC2)cc1	9	1	2	8	-2	0	-8	-1	17
76	NC(=O)/C(=C/c1ccco1)NC(=O)c1ccc(Br)o1	/	-4	1	5	2	1	9	5	/
77	CCc1nnc(NCn2nc(C)cc2C)s1	12	-14	2	-2	16	1	-15	2	0
78	NC(=O)CNC(=O)[C@@H]1CC2(CC(c3ccccc3)=NO2)CN1C(=O)c1ccc(Br)cc1 (stereo partly drawn)	5	8	-3	-15	-5	-1	-12	-2	-11
79	CC1=CC(=O)C=CC1(C)C(Cl)Cl (stereo not drawn)	8	-10	8	3	7	-7	3	1	0
80	CC1CCCC(n2c(=S)[nH]c3ccccc3c2=O)C1C (stereo not drawn)	25	-8	3	1	5	-1	4	4	20

Compound activity from PubChem BioAssay.
